Screening results deposited in PubChem by several laboratories.
N-glyco inh = N-linked glycosylation inhibition. D54 ERlucT glycosylation luciferase reporter, 24 h; percent of 100 nM tunicamycin response. reporter increase, % at 12.5 µM. 0.23% of 360,000 active. AID 588692;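 active means mean luciferase reporter signal, scaled so untreated is 0 and the glycosylation-blocking control 100, at or above a set limit in every replicate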;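 further: luciferase carries N-glycosylation sites so blocking glycosylation raises the light; 0% = median of neutral control wells and 100% = median of 100 nM tunicamycin wells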
H9c2 protect = protects H9c2 cardiomyocytes from peroxide injury | H2O2 injury protection, ATPLite, 2 h | 0.63% of 360,000 active | protection from H2O2 cell death, % at 20 µM | AID 588492;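 active means compounds giving at least 50% protection of heart cells from peroxide-induced death in the single-dose screen, raw or plate-pattern-corrected value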;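 further: 0% = DMSO wells with peroxide and 100% = DMSO wells without peroxide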
MC4R antagonist = blocks human MC4R cAMP signaling | 0.48% of 360,000 active | AID 540295 | inhibition, % at 6.5 µM | P32245 | MC4R-expressing cells, MTII-stimulated cAMP, LANCE TR-FRET;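 active means inhibition above its plate's cutoff, the mean of tested wells on that plate plus 3 SD, cut at about 29% in these data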;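 further: 0% = Melanotan II alone and 100% = Melanotan II plus saturating MCL0020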
Target sequence (P32245 whole entry, looked up): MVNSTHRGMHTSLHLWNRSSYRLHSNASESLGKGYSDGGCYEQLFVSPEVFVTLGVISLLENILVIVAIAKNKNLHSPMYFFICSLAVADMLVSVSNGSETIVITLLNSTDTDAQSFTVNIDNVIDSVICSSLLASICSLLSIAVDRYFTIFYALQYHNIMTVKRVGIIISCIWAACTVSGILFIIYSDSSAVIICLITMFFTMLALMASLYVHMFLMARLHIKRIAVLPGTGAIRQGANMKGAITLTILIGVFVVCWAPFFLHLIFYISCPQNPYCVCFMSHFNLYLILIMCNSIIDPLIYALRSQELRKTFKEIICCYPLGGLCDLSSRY
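Material: U2OS-MC4R stable cell line | Reagent: Melanotan II challenge after compound preincubation | Doses: One concentration, 6.5 µM nominal | Incubation: 30-min compound preincubation, 1-h Melanotan II challenge, 1-h detection, room temperature | Signal: TR-FRET cAMP assay | Replicates: One well per compound, no replicates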
m5-HT2A agonist = agonists of mouse serotonin 5-HT2A receptor (HTR2A). activation, % at 7.6 µM. P35363. 0.66% of 360,000 active. CHO-K1 mHTR2A beta-arrestin complementation, luminescence; percent of 30 µM serotonin response;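 active means activation above a run cutoff, the mean activation of all tested compounds plus 3 SD, cut at about 14% in these data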;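 further: 0% = plate median of compound wells and 100% = 30 µM serotonin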
Target sequence (P35363 whole entry, looked up): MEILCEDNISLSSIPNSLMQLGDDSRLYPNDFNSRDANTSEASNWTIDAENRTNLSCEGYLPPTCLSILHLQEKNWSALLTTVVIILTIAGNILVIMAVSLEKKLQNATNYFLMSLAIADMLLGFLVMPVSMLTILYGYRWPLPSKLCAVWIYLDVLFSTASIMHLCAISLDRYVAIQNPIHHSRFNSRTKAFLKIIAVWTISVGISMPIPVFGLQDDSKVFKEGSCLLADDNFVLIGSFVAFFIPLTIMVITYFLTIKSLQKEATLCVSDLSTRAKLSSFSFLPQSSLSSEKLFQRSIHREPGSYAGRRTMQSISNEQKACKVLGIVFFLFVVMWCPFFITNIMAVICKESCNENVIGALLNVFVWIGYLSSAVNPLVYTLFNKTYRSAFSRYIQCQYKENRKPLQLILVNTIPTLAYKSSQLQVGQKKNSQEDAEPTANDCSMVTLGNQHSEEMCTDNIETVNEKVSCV
ABHD5 PLIN5 PPI = inhibitors of human ABHD5-perilipin-5 interaction | inhibition, % at 4 µM | Q00G26+Q8WTS1 | 0.78% of 360,000 active | Split G. princeps luciferase complementation, luminescence, 4 h;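 active means inhibition above the mean inhibition across every tested compound plus 3 SD, cut at about 22% in these data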;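 further: 0% = DMSO only wells and the 100% control is not disclosed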
aDG glyco up = increases alpha dystroglycan glycosylation; Pro5-aDG cells, alpha-DG glycosylation AlphaScreen (IIH6); 0% Pro5, 100% B10-LARGE cell signal; 0.22% of 360,000 active; activation, % at 10 µM; AID 624168;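 active means activation of at least 8% versus controls, or a plate z-score of at least 8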;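 further: Pro5 are CHO cells carrying HIG-tagged alpha-DG that lacks glycosylation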
Exocytosis inh = lytic granule exocytosis inhibition | AID 651702 | TALL-104 LAMP-1 surface exposure, flow cytometry; cells stimulated with thapsigargin and PMA | inhibition, % at 10 µM | 0.66% of 360,000 active;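 active means inhibition above about 55%, limit read from the data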
MC4R ag barr = agonists of human melanocortin 4 receptor (MC4R) beta-arrestin. U2OS MC4R beta-arrestin complementation, luminescence; percent of melanotan II response, DMSO zero. activation, % at 8.9 µM. 0.98% of 360,000 active;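 active means activation above a per-plate cutoff, the mean activation of sample wells on that plate plus 3 SD, cut at about 8% in these data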
ABCB6 inh 2 = blocks the human ABCB6 transporter | Q9NP58 | K562-ABCB6 porphyrin accumulation, flow cytometry, 1 h; hits give low values | fluorescence ratio to DMSO, % at 10 µM | 0.19% of 360,000 active | AID 602162;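 active means fluorescence ratio to DMSO below 75%, the collection mean minus 3 SD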;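 further: signal is porphyrin accumulated inside mitochondria; 100% equals median channel fluorescence of DMSO control wells; lower ratio means ABCB6 inhibition with less porphyrin fluorescence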
hiPSC survival = increases survival of single human iPS cells; hiPSC single-cell survival, ATPlite luminescence; 100% = ROCK inhibitor wells, 0% = DMSO; survival enhancement, % at 20 µM; 0.044% of 360,000 active; AID 602274; in the data active means survival enhancement above about 18%;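 further: cells exposed to compounds for 16 hours before the ATP read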
The depositor's hits bear a star.

[1] Cc1ccc(CN2CCNC(=O)C2CC(=O)O)cc1 (stereo not drawn)
[2] CCCC(=O)OCCNc1cc(Sc2nc3ccccc3[nH]2)c2nonc2c1[N+](=O)[O-]
[3] CCOc1ncccc1C(=O)OCC(=O)Nc1cc(C)ccc1C
[4] Cn1c2ccccc2c2cnn(CC(=O)Nc3ccc(Cl)cc3)c(=O)c21
[5] Cc1ccc(CNC(=O)CCCC(=O)c2ccccc2)cc1
[6] COc1ccc(N2C(=O)C3C4C=CC(C4)C3C2=O)c(OC)c1 (stereo not drawn)

| Screen / compound no. | 1 | 2 | 3 | 4 | 5 | 6 |
| --- | --- | --- | --- | --- | --- | --- |
| N-glyco inh | 0.6 | -8.0 | 1.1 | -1.7 | -0.2 | 2.1 |
| H9c2 protect | -2.2 | -18.5 | 1.3 | -5.2 | 7.0 | 9.0 |
| MC4R antagonist | 2.1 | -26.0 | 14.2 | 5.9 | 13.1 | 9.5 |
| m5-HT2A agonist | -6.3 | -9.7 | 1.4 | -2.4 | -7.2 | 6.4 |
| ABHD5 PLIN5 PPI | -0.4 | 50.1* | -4.3 | -6.2 | 1.3 | 1.2 |
| aDG glyco up | 0.0 | -0.3 | 0.0 | 0.1 | 0.3 | -0.1 |
| Exocytosis inh | 0.8 | 20.8 | -1.9 | 0.6 | -4.8 | -0.6 |
| MC4R ag barr | -1.1 | -2.0 | 3.2 | -0.6 | 0.3 | -0.4 |
| ABCB6 inh 2 | 106.0 | 98.0 | 97.0 | 104.0 | 91.0 | 107.0 |
| hiPSC survival | -1.2 | -0.6 | 1.6 | -0.5 | -0.6 | -0.8 |

[7] CCOc1ccc(N(CC(=O)N/N=C/c2ccc(OC(C)C)cc2)S(C)(=O)=O)cc1
[8] O=C(c1cccc(S(=O)(=O)N2CCCC2)c1)N1CCN(c2ncccn2)CC1
[9] O=C(O)CN1CCN(Cc2ccc(F)cc2)C1=O
[10] CCC1=[N+](CC(=O)c2ccc(Br)cc2)CCn2c(C)ccc21
[11] CCn1c(COc2ccc(=O)n(-c3ccccc3)n2)nnc1SC
[12] COc1ccc(CN(C)C(=O)CC(c2ccccc2)c2ccccc2)cc1

| Screen / compound no. | 7 | 8 | 9 | 10 | 11 | 12 |
| --- | --- | --- | --- | --- | --- | --- |
| N-glyco inh | -2.2 | 1.2 | 0.3 | -1.5 | -0.4 | -5.0 |
| H9c2 protect | -7.8 | 0.4 | 4.3 | -14.3 | -1.0 | -6.7 |
| MC4R antagonist | 2.5 | 9.4 | -9.1 | 18.6 | 0.8 | 0.8 |
| m5-HT2A agonist | 2.1 | 4.6 | 7.0 | -2.2 | 0.8 | -2.5 |
| ABHD5 PLIN5 PPI | -0.5 | 3.2 | -7.2 | 3.0 | -1.0 | -2.3 |
| aDG glyco up | -0.1 | 0.0 | 0.1 | 2.1 | 0.0 | 0.2 |
| Exocytosis inh | -0.1 | 2.4 | -9.6 | 9.3 | -1.6 | 54.8 |
| MC4R ag barr | -0.4 | -0.4 | 0.7 | -0.2 | -1.0 | 2.4 |
| ABCB6 inh 2 | 97.0 | 101.0 | 100.0 | 105.0 | 97.0 | 96.0 |
| hiPSC survival | -2.0 | 0.0 | 1.4 | 1.0 | 0.6 | -0.4 |

[13] COc1cc(/C=C/C(=O)OCC(=O)Nc2cc(C)on2)ccc1OCC#N
[14] CSCCC(NS(=O)(=O)c1ccccc1F)C(=O)NCc1cccnc1 (stereo not drawn)
[15] O=C(CSc1nnc(-c2cccnc2)s1)Nc1ccccc1
[16] FC(F)(F)c1nnc2c(Sc3ccc(Cl)cc3)nc3ccccc3n12
[17] O=C(O)c1cc(-c2cccs2)[nH]n1
[18] O=C(c1ccc(F)cc1)N1CCN(S(=O)(=O)c2ccc(Br)cc2)CC1

| Screen / compound no. | 13 | 14 | 15 | 16 | 17 | 18 |
| --- | --- | --- | --- | --- | --- | --- |
| N-glyco inh | 1.7 | 1.5 | 3.4 | 30.5* | 0.1 | -2.1 |
| H9c2 protect | -4.4 | -2.1 | -5.1 | -3.4 | -4.4 | -5.4 |
| MC4R antagonist | 7.7 | 2.5 | 6.5 | 4.5 | -7.5 | 5.1 |
| m5-HT2A agonist | -3.2 | 9.5 | -0.3 | 1.5 | 2.6 | 1.2 |
| ABHD5 PLIN5 PPI | 2.4 | 8.7 | 0.3 | 1.4 | -0.8 | -7.3 |
| aDG glyco up | 0.1 | 0.0 | -0.1 | -0.3 | -0.2 | 0.7 |
| Exocytosis inh | 13.3 | 1.5 | -4.8 | 0.1 | -5.3 | -2.1 |
| MC4R ag barr | -1.4 | -1.4 | -1.1 | -1.1 | 1.1 | -2.6 |
| ABCB6 inh 2 | 100.0 | 98.0 | 98.0 | 104.0 | 101.0 | 114.0 |
| hiPSC survival | 0.4 | -0.2 | 0.0 | -4.0 | -0.3 | -0.5 |

Three of the entries above in order of their number in ABHD5 PLIN5 PPI, rising.
| cpd | SMILES | N-glyco inh | MC4R antagonist | m5-HT2A agonist | ABHD5 PLIN5 PPI | aDG glyco up | Exocytosis inh | MC4R ag barr | ABCB6 inh 2 |
| --- | --- | --- | --- | --- | --- | --- | --- | --- | --- |
| 18 | O=C(c1ccc(F)cc1)N1CCN(S(=O)(=O)c2ccc(Br)cc2)CC1 | -2.1 | 5.1 | 1.2 | -7.3 | 0.7 | -2.1 | -2.6 | 114.0 |
| 16 | FC(F)(F)c1nnc2c(Sc3ccc(Cl)cc3)nc3ccccc3n12 | 30.5* | 4.5 | 1.5 | 1.4 | -0.3 | 0.1 | -1.1 | 104.0 |
| 13 | COc1cc(/C=C/C(=O)OCC(=O)Nc2cc(C)on2)ccc1OCC#N | 1.7 | 7.7 | -3.2 | 2.4 | 0.1 | 13.3 | -1.4 | 100.0 |

Continued.
[19] c1ccc2c(NC3CCCC3)nnc(NC3CCCC3)c2c1
[20] NC(=O)c1ccccc1NC(=S)NC(=O)CCc1ccccc1
[21] O=C(CCc1ccc(O)c(O)c1)NNC(=S)Nc1ccc(Br)cc1Cl
[22] CN(Cc1ccc(OC(F)F)cc1)C(=O)c1ccccc1Sc1ccccc1C#N
[23] Cc1cc(C(F)(F)F)nc(NCc2ccc(F)cc2)n1
[24] COC(=O)c1oc2ccc(Br)cc2c1NC(=O)CCCN1C(=O)c2ccccc2C1=O
[25] COc1cccc(/C=N/NC(=O)c2ccoc2C)c1
[26] CCn1c(=O)c(C(=O)CN2CCN(S(=O)(=O)c3ccc(C)cc3C)CC2)c(N)n(Cc2ccccc2)c1=O

| Screen / compound no. | 19 | 20 | 21 | 22 | 23 | 24 | 25 | 26 |
| --- | --- | --- | --- | --- | --- | --- | --- | --- |
| N-glyco inh | 1.7 | 24.8 | -0.6 | -2.7 | -0.8 | 4.4 | -3.6 | 5.5 |
| H9c2 protect | 5.6 | 7.2 | 18.6 | 0.7 | -3.7 | -2.0 | -7.1 | -3.9 |
| MC4R antagonist | 22.2 | -16.9 | -1.3 | 3.2 | -6.5 | 3.1 | 12.0 | 12.2 |
| m5-HT2A agonist | -2.9 | -2.6 | 6.9 | -9.6 | -1.6 | -1.0 | -0.6 | 16.1* |
| ABHD5 PLIN5 PPI | 6.4 | -5.3 | 3.1 | 5.3 | -4.4 | 6.5 | -1.2 | 5.4 |
| aDG glyco up | 0.4 | 0.0 | 1.2 | 0.1 | 0.2 | 0.1 | -0.1 | 0.5 |
| Exocytosis inh | -0.5 | 11.4 | -2.8 | -11.8 | -4.6 | 0.0 | -4.6 | 1.1 |
| MC4R ag barr | 0.0 | -3.6 | -1.8 | 0.9 | 0.9 | -0.1 | 1.1 | 2.8 |
| ABCB6 inh 2 | 91.0 | 101.0 | 94.0 | 94.0 | 85.0 | 91.0 | 96.0 | 97.0 |
| hiPSC survival | 2.1 | -0.1 | 0.8 | 0.2 | 1.5 | 2.6 | -0.4 | -2.3 |

Rewritten tab-delimited: eleven of the compounds above.
No.	SMILES	N-glyco inh	H9c2 protect	MC4R antagonist	m5-HT2A agonist	ABHD5 PLIN5 PPI	aDG glyco up	Exocytosis inh	MC4R ag barr	ABCB6 inh 2	hiPSC survival
15	O=C(CSc1nnc(-c2cccnc2)s1)Nc1ccccc1	3.4	-5.1	6.5	-0.3	0.3	-0.1	-4.8	-1.1	98.0	0.0
16	FC(F)(F)c1nnc2c(Sc3ccc(Cl)cc3)nc3ccccc3n12	30.5*	-3.4	4.5	1.5	1.4	-0.3	0.1	-1.1	104.0	-4.0
17	O=C(O)c1cc(-c2cccs2)[nH]n1	0.1	-4.4	-7.5	2.6	-0.8	-0.2	-5.3	1.1	101.0	-0.3
18	O=C(c1ccc(F)cc1)N1CCN(S(=O)(=O)c2ccc(Br)cc2)CC1	-2.1	-5.4	5.1	1.2	-7.3	0.7	-2.1	-2.6	114.0	-0.5
19	c1ccc2c(NC3CCCC3)nnc(NC3CCCC3)c2c1	1.7	5.6	22.2	-2.9	6.4	0.4	-0.5	0.0	91.0	2.1
20	NC(=O)c1ccccc1NC(=S)NC(=O)CCc1ccccc1	24.8	7.2	-16.9	-2.6	-5.3	0.0	11.4	-3.6	101.0	-0.1
21	O=C(CCc1ccc(O)c(O)c1)NNC(=S)Nc1ccc(Br)cc1Cl	-0.6	18.6	-1.3	6.9	3.1	1.2	-2.8	-1.8	94.0	0.8
22	CN(Cc1ccc(OC(F)F)cc1)C(=O)c1ccccc1Sc1ccccc1C#N	-2.7	0.7	3.2	-9.6	5.3	0.1	-11.8	0.9	94.0	0.2
23	Cc1cc(C(F)(F)F)nc(NCc2ccc(F)cc2)n1	-0.8	-3.7	-6.5	-1.6	-4.4	0.2	-4.6	0.9	85.0	1.5
24	COC(=O)c1oc2ccc(Br)cc2c1NC(=O)CCCN1C(=O)c2ccccc2C1=O	4.4	-2.0	3.1	-1.0	6.5	0.1	0.0	-0.1	91.0	2.6
25	COc1cccc(/C=N/NC(=O)c2ccoc2C)c1	-3.6	-7.1	12.0	-0.6	-1.2	-0.1	-4.6	1.1	96.0	-0.4
